Assay outcomes from PubChem BioAssay.
IDE cell activ: activators of human insulin-degrading enzyme in cells | P14735 | HEK cells, FAbeta-B cleavage, fluorescence polarization; 0% vehicle, 100% cell-free pure enzyme wells | activation, % at 5.96 µM | hit rate 0.073% among 340,000 | AID 493087;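 active = activation above the mean of all tested compounds plus 3 SD, set per screening campaign, cut at about 17% in these data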
IMP-1 inh: inhibitors of Pseudomonas aeruginosa IMP-1 metallo-beta-lactamase. hit rate 0.45% among 290,000. purified IMP-1, nitrocefin hydrolysis, epi-absorbance fluorescence. inhibition, % at 5.6 µM. AID 1556;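 active = inhibition above the mean plus 3 SD of all compounds in the same screening run, cut at about 4.5% in these data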;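 note: 0% = IMP-1 with DMSO and 100% = DMSO wells lacking enzyme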
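Assay system: purified recombinant IMP-1 beta-lactamase. Input: IMP-1 0.2 nM before substrate addition. Buffer or medium: Zinc- and detergent-supplemented HEPES buffer, pH 7.1. Schedule: 25 °C, 15 min preincubation, 25 min reaction. Signal: Epi-absorbance fluorescence, 480 nm excitation, 530 nm emission. Evaluation: percent inhibition from optical density relative to buffer-blank wells.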
VIM-2 inh: inhibitors of Pseudomonas aeruginosa VIM-2 metallo-beta-lactamase; purified VIM-2, nitrocefin hydrolysis, epi-absorbance fluorescence; AID 1527; hit rate 0.89% among 290,000; inhibition, % at 5.6 µM;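 active = inhibition above the mean of all tested compounds plus 3 SD, cutoff set per screening run, cut at about 7.5% in these data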;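 note: red hydrolysis product quenches plate fluorescence so inhibitors raise well fluorescence; 0% = enzyme with DMSO and 100% = DMSO without enzyme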
MEKK3 PB1 HTS: MEKK3-MEK5 PB1 interaction, increase or decrease | Q99759 | bead-based flow cytometry, Alexa488-MEK5 binding to MEKK3; actives lie on both sides; 0 = blocked by unlabeled MEK5, 100 = vehicle | binding response (% of control), % at 10 µM | hit rate 1.4% among 290,000 | AID 1529;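 active = binding response more than 3 SD above or below the average of its plate-row segment, actives on both sides; inconclusive = wells at one plate position flagged as instrument error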;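 note: Alexa488 bead fluorescence after subtracting the streptavidin-only scavenger bead signal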
NS3 helicase inh: HCV NS3 helicase inhibition; NS3 helicase DNA unwinding, Cy5 molecular beacon fluorescence; inhibition, % at 10.9 µM; hit rate 0.56% among 290,000;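 active = inhibition above the mean of all tested compounds plus 3 SD, set per campaign, cut at about 35% in these data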;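 note: 0% = DMSO wells and 100% = thioflavine S control wells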
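Measured by: Cy5 fluorescence, 0 and 60 min reads / Assay system: NS3 helicase fragment of HCV / Control set: low DMSO, high thioflavine S at 110 µM / Times: 1 h reaction at 25 °C, ATP-initiated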
SUMO HTRF inh: SUMOylation inhibition; P63279; HTRF SUMOylation assay, SAE1/SAE2 + UBC9, in vitro; inhibition, % at 35 µM; hit rate 0.36% among 290,000; in the data active = inhibition above about 50%, passing the limit was not always enough; inconclusive = no clear call, values can overlap the other calls; note: strong numbers were not always called active
PHOSPHO1 block: inhibitors of human PHOSPHO1 phosphatase. Q8TCT1. recombinant PHOSPHO1, absorbance phosphatase assay. inhibition, % at 13.3 µM. hit rate 1.1% among 290,000. AID 1565; in the data active = inhibition above about 60%
FID counter: displaces DNA intercalator in HCV helicase counter-screen | hit rate 0.17% among 290,000 | inhibition, % at 7.9 µM | DNA fluorescent intercalator displacement, fluorescence; in the data active = inhibition above about 37%;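 note: 0% = vehicle and 100% = reference compound; higher means more ethidium bromide displaced from hairpin DNA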
p-CIP stab down: compounds decreasing mouse p/CIP protein stability; Q05BA5; AID 1984; hit rate 0.01% among 290,000; F442A p/CIP-EGFP cells, EGFP fluorescence, 16 h; decrease of EGFP signal, % at 10 µM;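 active = EGFP signal decrease of at least 30% at 10 µM or well 3 SD below plate mean, unless failing retest; inactive = the rest, including hits failing retest or dose response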; note: some compounds called inactive have numbers as strong as hits; many of its hits are not listed in these tables
Target sequence (Q05BA5 1-1403): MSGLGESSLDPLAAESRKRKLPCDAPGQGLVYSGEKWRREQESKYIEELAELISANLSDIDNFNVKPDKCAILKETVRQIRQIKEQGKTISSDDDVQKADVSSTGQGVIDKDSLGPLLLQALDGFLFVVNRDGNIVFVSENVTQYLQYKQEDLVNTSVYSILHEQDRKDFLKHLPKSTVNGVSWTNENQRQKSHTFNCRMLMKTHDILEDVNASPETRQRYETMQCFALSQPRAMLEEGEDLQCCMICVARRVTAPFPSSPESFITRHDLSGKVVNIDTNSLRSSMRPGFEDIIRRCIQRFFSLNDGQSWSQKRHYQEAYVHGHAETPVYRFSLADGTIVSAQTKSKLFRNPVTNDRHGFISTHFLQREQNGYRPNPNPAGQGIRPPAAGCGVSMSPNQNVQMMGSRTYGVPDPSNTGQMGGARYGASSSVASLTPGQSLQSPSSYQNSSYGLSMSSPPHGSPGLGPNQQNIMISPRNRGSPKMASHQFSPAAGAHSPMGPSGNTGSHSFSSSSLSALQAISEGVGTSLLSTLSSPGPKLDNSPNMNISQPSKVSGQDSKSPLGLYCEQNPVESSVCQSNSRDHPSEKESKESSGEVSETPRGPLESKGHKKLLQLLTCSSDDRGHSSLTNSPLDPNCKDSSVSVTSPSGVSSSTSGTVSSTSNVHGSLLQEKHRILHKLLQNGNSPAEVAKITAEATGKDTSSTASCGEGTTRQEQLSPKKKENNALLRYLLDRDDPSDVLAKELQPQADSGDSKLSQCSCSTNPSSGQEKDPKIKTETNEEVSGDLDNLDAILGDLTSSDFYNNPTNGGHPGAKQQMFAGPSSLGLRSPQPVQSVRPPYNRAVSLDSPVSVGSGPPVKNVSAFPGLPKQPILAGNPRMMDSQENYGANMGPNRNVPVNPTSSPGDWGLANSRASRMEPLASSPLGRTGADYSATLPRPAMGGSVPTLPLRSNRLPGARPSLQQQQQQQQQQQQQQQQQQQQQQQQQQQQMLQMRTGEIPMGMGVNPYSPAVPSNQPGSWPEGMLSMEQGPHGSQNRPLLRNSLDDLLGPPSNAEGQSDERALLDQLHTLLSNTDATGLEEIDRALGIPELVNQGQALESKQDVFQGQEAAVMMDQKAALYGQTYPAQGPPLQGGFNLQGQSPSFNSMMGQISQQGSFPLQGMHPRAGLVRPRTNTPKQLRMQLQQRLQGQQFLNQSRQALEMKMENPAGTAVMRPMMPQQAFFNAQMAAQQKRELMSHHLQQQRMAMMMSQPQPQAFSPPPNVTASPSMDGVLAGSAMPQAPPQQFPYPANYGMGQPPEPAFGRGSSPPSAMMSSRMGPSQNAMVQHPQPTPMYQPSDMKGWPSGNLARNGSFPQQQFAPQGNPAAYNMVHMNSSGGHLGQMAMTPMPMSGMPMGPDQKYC
* hit, by the source's call; ? = inconclusive; . = not tested or not shown. An excerpt; rates above refer to the full screens.

Values run as follows: IDE cell activ, IMP-1 inh, VIM-2 inh, MEKK3 PB1 HTS, NS3 helicase inh, SUMO HTRF inh, PHOSPHO1 block, FID counter, p-CIP stab down
1	N#Cc1nc(-c2cccc3ccccc23)oc1N1CCCCC1
    -4, -1.4, -0.1, ., -1, 7, -7, -2, 5
2	COCCCNC(=O)CCn1nc(-c2ccc(Cl)cc2)ccc1=O
    3, -1.9, -2.7, 106, 0, 0, ., -12, 1
3	COc1ccc(CCNc2nc(-c3ccncc3)cs2)cc1OC
    0, -0.2, 1.6, 86, -24, -12, 13, -19, -2
4	O=C1S/C(=C\c2ccccc2)C(=O)N1CC(O)Cn1c2ccccc2c2ccccc21 (stereo unspecified)
    3, -0.3, -0.1, 99, -12, -6, -15, 0, 5
5	NC(=O)c1c(NC(=O)c2ccco2)sc2c1CCC2
    -1, -3.2, -0.6, 111, -6, 12, 33, 3, -7
6	CCN(CC)C(=O)CN(Cc1ccccc1)S(=O)(=O)c1ccc(F)cc1
    9, -4.6, -1.7, 101, 1, 9, -32, -12, -4
7	Cc1ccc(/C=C(/NC(=O)c2ccccc2)C(=O)NC(Cc2c[nH]c3ccccc23)C(=O)O)cc1 (stereo unspecified)
    1, -1.6, -2.5, 99, 13, 8, 19, -19, -2
8	CCOC(=O)CCCNC(=O)c1cncc(Br)c1
    2, -1.4, -1.4, 105, 0, 12, 38, 5, -9
9	COC(=O)N/N=C/c1ccc(-c2ccccc2Cl)o1
    1, 0.3, -1.0, 101, 0, 14, 51, -7, -2
10	Cc1nn(Cc2c(Cl)cccc2Cl)c(C)c1NC(=O)c1cn(-c2ccccc2)nc1-c1ccccc1
    -1, -2.4, -1.7, ., 4, 47, -4, -2, -16
11	O=C1OC(Nc2nccs2)c2ccccc21 (stereo unspecified)
    -1, -0.5, -2.5, 110, 11, 16, 11, 4, -4
12	COc1ccc(CCNC(=O)c2ccc([N+](=O)[O-])cc2)cc1
    -1, -1.1, -2.3, 100, -12, 3, -15, 0, 5
13	CC(CCc1ccccc1)NC(=O)COC(=O)c1cc(NS(=O)(=O)c2ccc(Cl)c([N+](=O)[O-])c2)ccc1O (stereo unspecified)
    1, 0.0, 0.0, 94, -3, -7, -9, -4, 14
14	CCCNC(=O)COC(=O)c1ccc(-c2ccccc2)cc1
    -3, -0.4, -1.7, 97, 5, 4, 28, -12, 13
15	CCOC(=O)CSC1=Nc2ccccc2C2=NC(CC(=O)NCc3cccs3)C(=O)N12 (stereo unspecified)
    2, -5.6, -4.1, 101, 25, 6, 35, -14, 3
16	CC(C)(C)N(Cc1ccccc1)C(=O)COC(=O)CCc1c[nH]c2ccccc12
    3, -2.5, -1.0, 106, 3, -12, 14, -18, 4
17	CCOC(=O)C1=C(C(F)(F)F)Nc2ncnn2C1c1ccc(OC)cc1OC (stereo unspecified)
    6, -5.2, -0.9, 97, 9, 6, 19, -17, -10
18	CCOc1ccccc1NC(=O)COC(=O)C1CCC1
    7, 1.8, 2.0, 90, 25, 4, 20, -17, -10
19	CCN(CC)C(=S)Nc1cc(C(=O)OC)ccc1C(=O)OC
    5, -3.3, -2.1, 99, 1, 21, 2, 4, 4
20	Cn1ccnc1C(OC(=O)c1ccc(Cl)cc1)C(F)(F)F (stereo unspecified)
    0, -2.4, 0.8, 96, -2, -8, 33, -5, 9

Exported screen by screen: entries from further up
12) COc1ccc(CCNC(=O)c2ccc([N+](=O)[O-])cc2)cc1
13) CC(CCc1ccccc1)NC(=O)COC(=O)c1cc(NS(=O)(=O)c2ccc(Cl)c([N+](=O)[O-])c2)ccc1O (stereo unspecified)
Assay by compound | 12 | 13
IDE cell activ | -1 | 1
IMP-1 inh | -1.1 | 0.0
VIM-2 inh | -2.3 | 0.0
MEKK3 PB1 HTS | 100 | 94
NS3 helicase inh | -12 | -3
SUMO HTRF inh | 3 | -7
PHOSPHO1 block | -15 | -9
FID counter | 0 | -4
p-CIP stab down | 5 | 14

Following part:
Values run as follows: IDE cell activ, IMP-1 inh, VIM-2 inh, MEKK3 PB1 HTS, NS3 helicase inh, SUMO HTRF inh, PHOSPHO1 block, FID counter, p-CIP stab down
21	COc1ccc(NC(=S)N(Cc2ccc(C)cc2)Cc2ccccn2)cc1
    8, -1.8, -0.5, 102, -10, -4, -8, -8, -10
22	COc1ccc(C2Nc3ccccc3C(=O)N2NS(C)(=O)=O)cc1OC (stereo unspecified)
    1, -0.3, 0.7, ., -6, 14, -4, 3, -5
23	Cc1ccc(N(Cc2cc3ccc(C)cc3[nH]c2=O)S(=O)(=O)c2ccccc2)c(C)c1
    5, -1.1, -2.4, 108, -4, -1, 6, -13, -4
24	Cc1cc2ccccn2c1C(=O)c1cccc(S(=O)(=O)N2CCOCC2)c1
    6, 0.1, 0.5, 99, 8, 13, 37, -21, -17
25	O=C(COC(=O)Cc1ccccc1F)Nc1ccc(Cl)cn1
    7, -1.6, -1.5, 105, -4, -16, 27, -1, 0
26	CCOc1cccc2cc(C(=O)NCc3cccnc3)c(=O)oc12
    3, -1.7, 0.9, 97, -1, 5, -36, 0, 5
27	Cc1ccc(NC(=O)C2CCCN(C(=O)Nc3ccc(F)cc3)C2)cc1 (stereo unspecified)
    1, 0.2, -1.1, 98, -10, -5, 30, -13, -8
28	COc1ccc(Cl)cc1NC(=O)CSC1=NN2CCCC(=O)N=C2S1
    -10, -2.4, -1.8, 101, -5, 7, 28, -14, -25
29	Cc1ccc(C2CC(c3ccc(Cl)cc3)n3nc(N)nc3N2)cc1 (stereo unspecified)
    4, -1.2, -1.0, 105, 0, -3, 2, -15, -24
30	CC1CN(c2ccc(Oc3ccccc3)cc2)c2nc3c(c(=O)n(CC(N)=O)c(=O)n3C)n2C1 (stereo unspecified)
    2, ., ., 105, ., -20, 22, ., 6
31	CCn1ccnc1CNCc1cn(-c2cc(C)ccc2C)nc1-c1ccccc1
    0, -4.1, -2.6, 97, -36, -6, -15, 24, -3
32	O=[N+]([O-])c1ccc(C2=Nn3c(Cn4nnc5ccccc54)nnc3SC2)cc1
    7, -1.9, 2.4, 95, -1, -12, 13, 0, -1
33	Cc1cc(C)cc(N2C(=O)CSC2c2ccccn2)c1 (stereo unspecified)
    3, -0.7, -1.2, 100, 14, -6, -22, -5, 10
34	CC(C)(C)NC(=O)Cn1c(=O)oc2ccc(Cl)cc21
    3, -4.8, -4.5, 104, 6, -15, -8, 2, -1
35	CCCCOc1ccc(-c2ncc(C(=O)O)c(C)n2)cc1
    5, -2.3, -2.4, 101, 2, 13, 14, -5, -12
36	CCC1Sc2ccccc2N(CC(=O)NC2CCCCC2)C1=O (stereo unspecified)
    3, -3.2, -2.1, 104, -10, 2, 30, -15, -3
37	O=[N+]([O-])c1ccc(N=Cc2sc3ccccc3c2O)cc1
    1, -1.6, 1.9, 100, -5, 6, 7, -1, 2
38	COc1ccc(C=Nc2cccnc2N)cc1
    10, -2.3, 1.2, 100, 0, 16, 14, -4, -4
39	O=C(Nc1ccsc1C(=O)NC1CCCCC1)c1ccccc1
    1, 0.1, -1.1, 102, -8, 6, 0, 0, 5
40	CCCN1C(=O)/C(=C/c2ccccc2OCc2ccc(C(=O)O)cc2)NC1=S
    1, -2.4, -2.0, 104, 2, 6, -4, -32, -4
41	O=C1N=C(N2CCCCC2)S/C1=C\c1cn[nH]c1-c1ccccc1
    -4, -0.9, -0.3, 125, 4, 13, 9, -4, 0
42	Cc1ccc(C(=O)CC(=O)COc2ccc(Cl)cc2)cc1
    3, -1.5, 0.2, 99, 1, 8, -21, -2, 3
43	COc1cc(CC(=O)OCC(=O)Nc2ccc(Cl)c(S(=O)(=O)N(C)C)c2)cc(OC)c1OC
    6, -3.1, -0.3, 100, -7, 6, 16, -31, -1
44	CCN1CCN(c2ncnc3c2cnn3-c2ccc(Cl)cc2)CC1
    2, ., ., 97, ., 12, 22, ., -14
45	C/C(=N\Nc1cc(Cl)nc(C)n1)c1ccc(C)cc1
    -1, -2.0, -5.1, 100, -19, ., ., -9, .
46	COc1ccccc1NC(=O)CCN1CCN(Cc2ccccc2)CC1
    -2, -0.3, 2.8, 104, 13, 0, 9, 9, 7
47	Cc1ccc(NC(=O)COc2ccc(Br)cn2)cc1
    -2, -4.1, -2.8, 94, 7, -2, 49, 1, -14
48	CCOc1ccc(N2C(=O)c3ccccc3C2=O)cc1
    3, -3.9, -7.0, 101, 1, 9, 1, 0, -8
49	COc1ccc(N(C(=O)c2cccnc2)S(=O)(=O)c2ccc(F)cc2)cc1
    -3, -3.1, -2.1, 100, -8, -1, -14, -28, -1
50	COc1ccc(S(=O)(=O)N(CC(=O)N2CCCCCC2)c2ccccc2OC)cc1
    -1, 2.6, 0.4, 104, 0, -12, 19, -38, 4
51	CC(=O)c1sc(NS(=O)(=O)c2ccc(C)cc2)nc1C
    8, -4.4, -2.5, 98, -4, -5, -15, -6, -3
52	Cc1ccn2cc(CCNS(=O)(=O)c3ccc(F)c(C(F)(F)F)c3)nc2c1
    5, -3.1, -1.2, 113, -12, 8, 6, 6, -13
53	CCc1ncc(CN2CCC(C(=O)Nc3cccc(-c4cscn4)c3)CC2)cn1
    -1, -1.7, 0.7, 102, -6, -1, 46, -1, -4
54	O=C(Nc1nc(-c2ccccc2)cs1)c1ccccc1F
    -3, -4.1, 1.5, 104, -8, -3, ., -12, -10
55	O=C(NC(=S)NCCCN1CCOCC1)c1ccco1
    0, -3.9, -1.1, 125, 10, -6, 44, -9, 7
56	Cn1c(SCC(=O)OCC(=O)c2ccccc2)nnc1-c1cccs1
    -1, -1.8, 0.8, ?, -4, -7, -1, -18, -9
57	COc1ccc(/C=C(\C#N)C(=O)NCc2ccccc2)cc1
    3, -5.0, -0.3, 104, 0, 0, -118, -20, -7
58	c1ccc(OCCn2c(-c3ccco3)nc3ccccc32)cc1
    -6, -3.6, -1.1, 96, 13, 27, -34, -21, 3
59	CCOC(=O)C(O)(CCC(O)(C(=O)OCC)C(=O)OCC)C(=O)OCC
    4, -1.7, -3.1, 100, -2, 17, -13, 1, -16
60	Cc1ccc(SC[C@H](C)CN2CC[C@H](NC(=O)OCc3ccccc3)CCC2=O)cc1
    -1, -0.7, -2.2, 99, -14, -1, -81, -40, -2
